# NPYLR7 ag – mosquito NPYLR7 agonism; activation, % at 10 µM; 270,000 compounds, 0.15% hits; HEK293T NPYLR7/Galpha15, GCaMP6s calcium fluorescence; AID 1259423; in the data active = activation above about 40%;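 also: 0% = vehicle and 100% = reference agonist at the receptor; some compounds past the cut are filed as inactive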
# mcGAS inh – blocks mouse cGAS activity. recombinant cGAS, Kinase-Glo ATP depletion luminescence. Q8C6L5. 160,000 compounds, 0.15% hits. AID 1259399. inhibition, % at 12.5 µM;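 also: 0% = negative control wells and 100% = reference inhibitor with no enzyme activity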
# hcGAS lum – human cGAS inhibition. Q8N884. recombinant h-cGAS, ATP depletion, Kinase-Glo luminescence. inhibition, % at 12.5 µM. 290,000 compounds, 0.081% hits. AID 1259398;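 also: 0% = vehicle reaction and 100% = reaction without DNA for no activity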
# Target sequence (Q8N884 whole entry, looked up): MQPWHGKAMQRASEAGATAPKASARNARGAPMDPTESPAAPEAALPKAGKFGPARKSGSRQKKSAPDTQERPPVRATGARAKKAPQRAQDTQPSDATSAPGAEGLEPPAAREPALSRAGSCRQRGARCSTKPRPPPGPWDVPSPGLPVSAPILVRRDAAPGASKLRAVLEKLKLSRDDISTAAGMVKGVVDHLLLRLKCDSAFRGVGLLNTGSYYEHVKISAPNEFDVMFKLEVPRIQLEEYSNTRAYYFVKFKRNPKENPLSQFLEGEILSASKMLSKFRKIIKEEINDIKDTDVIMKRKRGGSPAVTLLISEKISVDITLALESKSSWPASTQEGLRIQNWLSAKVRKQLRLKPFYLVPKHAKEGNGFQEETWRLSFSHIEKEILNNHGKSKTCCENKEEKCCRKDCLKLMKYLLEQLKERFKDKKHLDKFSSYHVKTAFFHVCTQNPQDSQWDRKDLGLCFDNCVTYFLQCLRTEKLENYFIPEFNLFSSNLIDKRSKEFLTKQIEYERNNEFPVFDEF
# * = called active by the depositor; · = not tested or not shown; & = joins results of further samples. Rule as the data show it, unless noted: active = inhibition above about 40%; inactive = the rest.
# Each structure is followed by: NPYLR7 ag, mcGAS inh, hcGAS lum
Cc1ccc2nc(C3CCN(c4nncc(-c5ccc(Cl)cc5)n4)CC3)[nH]c2c1
 : 10&0, -6&-1, 3&-5
Cn1c2c(c(=O)n(C)c1=O)C(c1ccc(Br)cc1)C1=C(N2)c2ccccc2C1=O (stereo not given)
 : 23, ·, -4
CCN(CC)C(=O)Oc1ccc2c(ccn2Cc2ccccc2F)c1NC(=O)COc1cccc(Cl)c1
 : -1, -6, -4
O=C1CC(c2cccc3nsnc23)c2c(n[nH]c2-c2ccco2)N1 (stereo not given)
 : 9, 0, -3
CCN1CCCC(NC(=O)NCCCc2ccc(OC)cc2)C1 (stereo not given)
 : 14, ·, -5
O=C(NCc1cccs1)c1cc(COc2ccc3c(c2)OCO3)[nH]n1
 : -4, ·, 3
CN(C)C(=O)c1ccc(N2CCC(NCCC3COc4ccccc4O3)CC2)cc1 (stereo not given)
 : -6, ·, -2
CC(C)c1csc(CN2CCCC(CNC(=O)C3(c4ccc(Cl)cc4)CC3)C2)n1 (stereo not given)
 : 18, -10, -6
O=C(O)CCc1nc(-c2ccsc2)no1
 : 9, -5, -3
CCCCNC(=O)C1(C)CCCCN1C(=O)c1ccc(C#N)cc1 (stereo not given)
 : -6, -3, -1
O=C1c2ccccc2C(=O)c2cc(S(=O)(=O)N(CCO)Cc3ccccc3)ccc21
 : 3, -2, 1
CN(Cc1ccccc1)C(=O)Cn1nnc(-c2ccccc2)c1COc1ccc2ccccc2c1
 : 7, ·, -13
CC(C)C(=O)N1CCC(C(=O)Nc2ccc(Cl)cc2F)CC1
 : -4, ·, 2
Cc1ccccc1-c1cc(O)c2c(c1)CN(c1ncnc3[nH]ccc13)CCO2
 : ·, -10, -2
O=C(c1ccc([N+](=O)[O-])o1)N1CCN(c2cccc(Cl)c2)CC1
 : 0, -7, -3
CCOC(=O)c1nn(-c2ccccc2)c(=O)cc1OS(=O)(=O)c1c(C)cc(C)cc1C
 : -1, -8, -8
COc1cc2c(cc1OC)CN(C1CCCN(Cc3nc(C(C)C)cs3)C1)CC2 (stereo not given)
 : 5, -12, -10
O=C(CN1C(=O)C2C3C=CC(C3)C2C1=O)NCCC1=CCCCC1 (stereo not given)
 : 12, 0, 7
Cc1c(C(=O)N2C[C@@H]3[C@H](C2)[C@H]2CC[C@@H]3O2)sc2ccccc12
 : -1, ·, 1
CC(C)CNC(=O)CS(=O)Cc1sccc1Br (stereo not given)
 : 5, -1, 2
CCCNC(=O)Cn1cc(OC)c(=O)cc1CN1CCC(C)CC1
 : -1, -8, -6
Cc1nnsc1CN(C)CCC(=O)Nc1nc2ccccc2s1
 : -9, 0, 3
COc1cccc(-c2nnc(SCc3ccc(C(=O)O)cc3)n2-c2ccccc2C)c1
 : 1, -5, -1
CCCCc1cnc2c(c1SCc1ccccc1C)c(=O)n(C)c(=O)n2C
 : 5, -9, -11
Cc1cccc(C(=O)n2sc(=O)c3ccccc32)c1
 : -3, ·, 1
CCN(CC)C(=O)CN1CCC2(CC1)CC(=O)c1cc(Br)ccc1O2
 : -1, -3, -5
Cc1ncc2c(c1CNC(=O)c1ccc3c(c1)OCO3)CCN(C(=O)CSc1ccccc1)C2
 : 18, -12, -8
Cc1ccc(Cn2c(=O)c3c(nc4n3CCN4c3ccc(F)cc3)n(C)c2=O)cc1
 : 1, ·, -6
CCc1nnc(NC(=O)c2sc(CC(C)C)nc2C)s1
 : 0, ·, -1
Cc1ccc(C(=O)Nc2ccc(C(F)(F)F)n(C)c2=O)cc1
 : -4, -1, 3

# 5 entries drawn at random from those above, as already listed:
# Each structure is followed by: NPYLR7 ag, mcGAS inh, hcGAS lum
CCCCNC(=O)C1(C)CCCCN1C(=O)c1ccc(C#N)cc1 (stereo not given)
 : -6, -3, -1
CCN(CC)C(=O)Oc1ccc2c(ccn2Cc2ccccc2F)c1NC(=O)COc1cccc(Cl)c1
 : -1, -6, -4
Cc1ccc2nc(C3CCN(c4nncc(-c5ccc(Cl)cc5)n4)CC3)[nH]c2c1
 : 10&0, -6&-1, 3&-5
O=C(c1ccc([N+](=O)[O-])o1)N1CCN(c2cccc(Cl)c2)CC1
 : 0, -7, -3
COc1cccc(-c2nnc(SCc3ccc(C(=O)O)cc3)n2-c2ccccc2C)c1
 : 1, -5, -1

# Additional results follow.
# Each structure is followed by: NPYLR7 ag, mcGAS inh, hcGAS lum
CCC1(C)Cc2c(C#N)c(N)n(C)c(=S)c2CO1 (stereo not given)
 : 6, ·, -9
CC(=O)OC(C(=O)N1CCc2ccccc2C1c1ccccc1F)c1ccccc1 (stereo not given)
 : 10, -8, -4
CCCCNC(=O)N1CCN(c2nc(-c3cccc(C)c3)nc(C)c2Cc2ccccc2)CC1
 : 6, -6, -2
CN1C(=O)[C@H](OC(N)=O)[C@@H](C(=O)Nc2ccccc2)C12CCN(C(=O)c1ccc(F)cc1)CC2
 : 16, -5, 0
COc1ccc2cc(C3CN(Cc4c(C)[nH]c(=O)[nH]c4=O)CCO3)ccc2c1 (stereo not given)
 : -4, ·, -1
Cc1ccc(NC(=O)CSc2cn(CC(=O)N3CCCCC3)c3ccccc23)cc1Cl
 : -4, -7, -7
CCCNC(=O)c1cc(NC(=O)Nc2cccc(CC)c2)ccc1N1CCCC1
 : 19, -6, -7
COCCN=c1scc(-c2cc(Cl)ccc2Cl)n1N=Cc1cc(OC)c(O)c(OC)c1
 : -4, ·, -6
Cc1cc(C)n(CCCNS(=O)(=O)N(C)Cc2ccccc2)n1
 : 6, -16, -6
c1coc(-c2nnc(CN(C3CC3)C3Cc4ccccc4C3)o2)c1
 : 4, ·, -5
CN(C)c1ccc(/C=C2\C(=O)Nc3ccccc32)cc1
 : 0, -4, 9
COc1ccccc1/C=C/C=C1\N=C(c2ccc([N+](=O)[O-])cc2Cl)OC1=O
 : -2, ·, -6
Cc1nc(C)c(C(=O)Nc2nc(-c3ccco3)c(-c3ccco3)s2)s1
 : 2, ·, 24
CCc1nc2n(n1)C(=O)C(C(c1ccc(F)cc1)N1CCC3(CC1)OCCO3)S2 (stereo not given)
 : -4, -8, -8
COCCn1c(C)cn2c3c(=O)n(Cc4ccccc4)c(=O)n(C)c3nc12
 : 13, ·, -10
CCOC(=O)c1sc(NC(=O)CCl)cc1C
 : -3, 13, -4
CS(=O)(=O)Oc1ccccc1CN(Cc1ccc(F)cc1)C(=O)C1CCC1
 : 8, -1, -1
Nc1ccnc(N2CCC(CO)(Cc3ccccc3Cl)CC2)n1
 : 31, -13, -1
C=C(Br)CNC(C)(C)C(=O)OC
 : -2, ·, -14
CCc1ccc(C(COC)NS(=O)(=O)c2ccccc2)o1 (stereo not given)
 : 1, ·, -12
O=C(Nc1ccc(-n2nc(OCc3ccc(F)cc3)nc2-c2ccc(F)cc2)cc1)c1ccccc1F
 : 10, -4, -8
O=C(NCc1ncc[nH]1)C1CCCN(C2CCN(C(=O)C3CC3)CC2)C1 (stereo not given)
 : ·, -6, -11
CC1(C(=O)NS(=O)(=O)c2ccc(Cl)cc2)CCN1C(=O)Cc1ccccc1 (stereo not given)
 : 1, ·, -7
COC(=O)CSc1nc(N)c(C#N)c(-c2ccccc2)c1C#N
 : -3, ·, -5
COCCN1C(=O)COCc2ccc(-c3cnc4ccccc4c3)cc21
 : 3, ·, -6
O=C(c1ccc2[nH]ccc2c1)N1CCCC(Nc2ccccc2)C1 (stereo not given)
 : 4, ·, 4
O=C(Nc1cc(Oc2ccc(Cl)cc2C2CCCCC2)cc([N+](=O)[O-])c1)c1cnn2c(C(F)(F)F)cc(-c3cccs3)nc12
 : 14, -7, -7
COc1ccc(-c2nnc(NC(=O)C(C)NC(=O)c3ccc([N+](=O)[O-])cc3Cl)s2)cc1 (stereo not given)
 : ·, -4, -5
CN1CCN(S(=O)(=O)c2cc(Br)ccc2Br)CC1
 : 2, ·, -7
CC(c1ccccc1)n1c(C(=O)NCc2ccco2)cc2ccsc21 (stereo not given)
 : 19, -4, -9
COc1cccc(OC)c1C(=O)N1CCC2(CC1)NC(=O)c1cc(Cl)ccc1N2
 : -2, -7, -9
Cc1cn(CCNc2nccc(C3CCCC3)n2)nn1
 : -3, -14, -4
N#CC1C(=N)OC2=C(C(=O)CC(c3ccccc3)C2)C1c1ccc(F)cc1 (stereo not given)
 : -14, -9, -6
Cc1ccc(-c2cc(N)ccn2)c2cccnc12
 : -1, -5, -2
COc1ccc(NC(=O)c2ccc3c(c2)CCCC3)cn1
 : -1, ·, -4
CC1=C(C(=O)OCc2ccccc2)C(c2ccccc2I)NC(=O)N1C (stereo not given)
 : -2, -4, -9
Cc1oc(-c2cccc(Cl)c2)nc1CN(C)CC1(CO)CCOCC1
 : 4, ·, 2
O=c1cnc2ccccc2n1CC(O)COCc1ccccc1F (stereo not given)
 : 8, -8, -5
Cn1nnc2c(=O)n(C/C=C/c3ccccc3)cnc21
 : 2, ·, -7
Cc1ccc2nc(N(Cc3ccccn3)C(=O)c3ccc(S(C)(=O)=O)cc3)sc2c1
 : -2, -8, -7
CCOC(=O)C1=C(O)/C(=C\c2ccc([N+](=O)[O-])c(O)c2)SC1=Nc1ccc(OC)cc1OC
 : -4, -4, -8
Cc1ccc(C)c(CN(Cc2nc(C(=O)NC3CC3)co2)C(C)c2ccccc2)c1 (stereo not given)
 : 8, -3, 2
N#CCCN(CCC#N)S(=O)(=O)c1ccc(N)cc1
 : -2, -4, -8
CC1(C(=O)NCc2cccc(C(F)(F)F)c2)CCN1Cc1ccc2ccccc2c1 (stereo not given)
 : 0, ·, -6
COc1cccc(Oc2cc(N3CCC(Cc4ccccc4)CC3)ncn2)c1
 : ·, -1, 4
Cc1cc(C)c(S(=O)(=O)N(CC(=O)Nc2cc(-c3ccccc3)nn2-c2ccc(F)cc2)CC(C)C)c(C)c1
 : ·, -6, -3
COc1ccc(OCc2cc(C(=O)NCC3CCOC3)n[nH]2)c(Cl)c1 (stereo not given)
 : -1, ·, 1
CCN1CCN(C(=O)CCN(C(=O)c2csc(Nc3ccc(F)cc3)n2)C2CC2)CC1
 : ·, -5, -6
CCCSc1ncc(-c2nccn2-c2ccc3n[nH]nc3c2)cn1
 : 14, ·, -5
COc1ccccc1C1c2cccn2CCCN1Cc1cccc(OC)c1O (stereo not given)
 : -6, 2, 5
CCc1nc2ccc(C(=O)NCCN3CCOCC3)cn2c1N(CCC(C)C)CCN(C)C
 : -5, -3, -6
CCC(=O)Nc1cccc(C(=O)N2C[C@H](OC(C)C)[C@@H](O)C2)c1
 : 3, -8, 2
CNS(=O)(=O)c1ccc(C)c(C(=O)NCCc2cccnc2)c1
 : -3, ·, 20
O=C(Nc1ccc(Oc2ccccc2)cc1)N1CC(=O)N2CCc3cc(F)ccc3C2C1 (stereo not given)
 : 4, -6, 0
O=C(COc1ccc(Cl)cc1)N(CCCN1CCOCC1)CC(=O)N(Cc1ccc(F)cc1)Cc1ccco1
 : ·, -5, -4
CC(C)(Oc1ccc(Cl)cc1)C(=O)N1CCN(c2ncnc3c2nnn3-c2cccc(F)c2)CC1
 : 4, -10, -6
CC(C)CCNCc1cccn1C
 : 42, ·, -5
CCCc1ccc(S(=O)(=O)Nc2c(OC(=O)N(CC)CC)ccc3c2ccn3Cc2cccc(C)c2)cc1
 : -3, -6, -4
COc1cc(F)cc(F)c1S(=O)(=O)Nc1cc(Cl)ccc1N1CCN(C)CC1
 : 3, -15, -7
NC(=O)c1cc2c(nc1N1C[C@@H]3[C@H](C1)[C@H]1CC[C@@H]3O1)CCC2
 : 3, -15, -3

# The listing continues.
# Each structure is followed by: NPYLR7 ag, mcGAS inh, hcGAS lum
Cc1cccc(NC(=O)CN(C)C(=O)CC2Sc3ccc(C(F)(F)F)cc3NC2=O)c1C (stereo not given)
 : 10, -6, 2
O=S(=O)(NC1CCCCCCC1)c1ccccc1F
 : -1, ·, -6
Cc1ccsc1-c1ccc(C(C)N2CCOCC2)cc1 (stereo not given)
 : -3, ·, -2
CCc1nc(C2CC(=O)Nc3[nH]ncc32)c(C)[nH]1 (stereo not given)
 : 2, ·, -3
C=CCN1CCN(c2nc3c(c(=O)[nH]c(=O)n3C)n2Cc2cc(C)ccc2C)CC1
 : 5, -3, -1
O=C(CCc1ccsc1)Nc1ccnn1Cc1cccs1
 : 9, ·, -7
O=C(O)c1cc(=O)c2cc(F)ccc2o1
 : -1, ·, -4
N#Cc1ccccc1S(=O)(=O)Oc1ccccc1Br
 : 9, ·, -3
Cc1ccc(-n2nnc3c(N4CCN(C(=O)c5ccccc5SC(F)F)CC4)ncnc32)cc1
 : -3, -9, -7
FC(F)(F)c1ccc(N2CCN(C(=S)NC3CC3)CC2)nc1
 : 8, ·, 4
O=C(CCCN1C(=O)c2ccc(Br)cc2C1=O)Nc1nncs1
 : 8, ·, -4
O=C(Cc1ccc(S(=O)(=O)N2CCOCC2)s1)Nc1ccc(Cl)c(C(F)(F)F)c1
 : 0, ·, -9
COc1ccc(-n2c(SCc3ccc(C(=O)NCc4ccc5c(c4)OCO5)cc3)nnc2-c2cccc(OC)c2)cc1
 : 28, -7, -1
Cc1ccc(-n2nnnc2CN2CCN(C(=O)c3cc(=O)c4ccccc4o3)CC2)cc1
 : -2, -9, -6
CC(C)S(=O)(=O)c1ccc(C(=O)N(Cc2ccncc2)c2nc3ccc(F)cc3s2)cc1
 : -3, -1, -4
CCCS(=O)(=O)NC(=O)C1(C)CCN1C(=O)C/C=C/c1ccccc1 (stereo not given)
 : 5, ·, -7
COC(=O)CCCNC(=O)[C@@H]1C[C@@H](NC(=O)Nc2cccc(F)c2)CCN1S(=O)(=O)c1ccc(OC)cc1
 : -10, -6, -4
COc1cc2nc(-c3ccc(C)o3)cc(C(=O)NCc3cc(F)cc(F)c3)c2cc1OC
 : 23, -4, -5
CCOCCCN(CC(=O)N(CCc1ccccc1)Cc1ccc(C)o1)S(=O)(=O)c1ccc(Cl)cc1
 : 16, -4, -7
CCCN(CCC)C(=O)c1sc2nc(-c3cccc([N+](=O)[O-])c3)cn2c1C
 : 2, -8, 0

# Assay outcomes from PubChem BioAssay.
